Assay outcomes deposited in PubChem by several laboratories.
Exocytosis inh: lytic granule exocytosis inhibition. TALL-104 LAMP-1 surface exposure, flow cytometry; cells stimulated with thapsigargin and PMA. 360,000 compounds, 0.66% hits. inhibition, % at 10 µM;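 active = inhibition above about 55%, limit read from the data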
TRPM1 prom inh: reduces MITF-dependent TRPM1 promoter luciferase signal | SK-MEL-5 TRPM1 promoter luciferase, 24 h | inhibition, % at 12.5 µM | 330,000 compounds, 0.83% hits;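 active = mean inhibition across replicates of 60% or more, whatever share of single replicates reaches that level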; also: values of inactives mirror those of a sister screen read the other way
aDG glyco act: increases alpha dystroglycan glycosylation; Pro5-aDG cells, alpha-DG glycosylation AlphaScreen (IIH6); 0% Pro5, 100% B10-LARGE cell signal; activation, % at 10 µM; 360,000 compounds, 0.22% hits; AID 624168;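 active = activation of at least 8% versus controls, or a plate z-score of at least 8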;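 also: Pro5 are CHO cells carrying HIG-tagged alpha-DG that lacks glycosylation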
NR2E3 ag-1: agonists of human NR2E3 nuclear receptor. CHO-S Gal4-NCOR/VP16-NR2E3 two-hybrid, luciferase. inhibition of corepressor binding, % at 3.98 µM. 360,000 compounds, 0.35% hits. AID 602229;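 active = inhibition above the mean of all tested compounds plus 3 SD, cut at about 70% in these data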;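 also: 0% = DMSO with NR2E3 transfected cells and 100% = cells lacking NR2E3 construct; higher means lower luciferase signal from less NR2E3 corepressor binding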
Target sequence (Q9Y5X4 whole entry, looked up, the tested form may be a part): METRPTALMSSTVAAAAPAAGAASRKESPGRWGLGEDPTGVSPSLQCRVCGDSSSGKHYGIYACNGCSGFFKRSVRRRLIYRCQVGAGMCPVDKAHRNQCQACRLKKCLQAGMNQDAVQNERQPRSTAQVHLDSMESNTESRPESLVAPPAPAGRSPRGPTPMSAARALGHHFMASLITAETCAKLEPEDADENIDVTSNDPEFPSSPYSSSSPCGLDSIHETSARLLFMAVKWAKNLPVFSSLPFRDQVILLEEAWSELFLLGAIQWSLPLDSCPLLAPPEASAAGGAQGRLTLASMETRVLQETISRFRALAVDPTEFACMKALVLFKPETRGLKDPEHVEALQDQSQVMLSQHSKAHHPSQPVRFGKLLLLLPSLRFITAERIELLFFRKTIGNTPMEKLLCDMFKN
PDI turbidity: inhibitors of human protein disulfide isomerase; P07237; PDI insulin aggregation turbidity, A650, 90 min; inhibition, % at 10 µM; 350,000 compounds, 0.052% hits; AID 588391;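 active = mean inhibition across replicates of 30% or more, whatever share of single replicates reach that level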;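 also: absorbance from insulin aggregation driven by PDI reduction with DTT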
Target sequence (P07237 whole entry, looked up): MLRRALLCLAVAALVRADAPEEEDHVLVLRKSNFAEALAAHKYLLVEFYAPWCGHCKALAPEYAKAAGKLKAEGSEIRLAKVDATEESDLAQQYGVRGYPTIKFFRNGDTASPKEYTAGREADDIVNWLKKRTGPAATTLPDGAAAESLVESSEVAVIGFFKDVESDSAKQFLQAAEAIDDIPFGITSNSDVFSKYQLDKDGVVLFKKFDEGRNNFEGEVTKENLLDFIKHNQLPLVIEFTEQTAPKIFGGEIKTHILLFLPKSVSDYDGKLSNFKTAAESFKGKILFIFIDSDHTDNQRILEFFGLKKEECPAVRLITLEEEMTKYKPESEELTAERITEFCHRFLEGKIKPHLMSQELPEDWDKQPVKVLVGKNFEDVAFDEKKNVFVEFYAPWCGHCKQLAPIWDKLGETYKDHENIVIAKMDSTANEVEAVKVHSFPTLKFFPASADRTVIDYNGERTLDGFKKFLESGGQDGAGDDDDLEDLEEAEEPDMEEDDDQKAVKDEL
Peg3 promoter: inhibitors of Peg3 promoter. HeLa PEG-Prom luciferase reporter, luminescence, overnight. inhibition, % at 20 µM. 360,000 compounds, 1.7% hits;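 active = inhibition of at least 50% at 20 µM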
NR2E3 ag-2: activates human photoreceptor nuclear receptor NR2E3; Q9Y5X4; GST-NR2E3/biotin-RetCOR TR-FRET, 1536-well; inhibition of corepressor binding, % at 4.78 µM; 320,000 compounds, 0.12% hits; AID 2300;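 active = percent inhibition above the cutoff of mean plus 3 SD of all tested compounds, set per screening campaign, cut at about 20% in these data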;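 also: 0% = DMSO wells and 100% = biotin wells as full block of FRET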
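System: GST-tagged NR2E3 plus biotinylated RetCOR corepressor; Amount: 1.35 nM GST-tagged NR2E3 final; Dosing: single nominal compound dose of 4.8 µM; Schedule: 5 h incubation at 4 °C; Technique: TR-FRET with europium anti-GST and streptavidin-D2, 340 nm excitation; Controls: biotin wells as high control, 0.6% DMSO wells as low control.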
hiPSC survival: increases survival of single human iPS cells | hiPSC single-cell survival, ATPlite luminescence; 100% = ROCK inhibitor wells, 0% = DMSO | survival enhancement, % at 20 µM | 360,000 compounds, 0.044% hits | AID 602274; in the data active = survival enhancement above about 18%;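 also: cells exposed to compounds for 16 hours before the ATP read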
Vif imaging: inhibitors of HIV Vif. HEK293T cells, Vif self-association by quenched fluorescence, imaging, 24 h. inhibition, % at 7.49 µM. 340,000 compounds, 0.35% hits. AID 602346; in the data active = inhibition above about 50%, passing the limit was not always enough; also: some results filed as inactive read as strong as hits
CaV13 FRET inh: Disruptors of the CACNA1D IQ motif to Ca2+-dependent inactivation inhibitor domain association, primary screening, Förster resonance energy transfer in intact living …; HEK cells, CFP/YFP FRET ICDI-IQ, plate reader, 10 min; percent FRET-ratio fall versus neutral wells; inhibition, % at 12.3 µM; 340,000 compounds, 0.098% hits;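 active = mean replicate inhibition of at least 30% and at least 1% of replicates passing that level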;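 also: 0% = median of the neutral control wells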
HIF-2a inh: HIF-2a inhibition. 786-0 RCC cells HIF-2a reporter, luciferase luminescence, overnight. inhibition, % at 18.8 µM. 360,000 compounds, 0.72% hits. AID 624352;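 active = inhibition of the luminescence signal of 40% or more relative to plate controls, in a single-dose primary screen at 18.75 µM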
* hit, by the source's call; . = not tested or not shown.

SMILES	Exocytosis inh	TRPM1 prom inh	aDG glyco act	NR2E3 ag-1	PDI turbidity	Peg3 promoter	NR2E3 ag-2	hiPSC survival	Vif imaging	CaV13 FRET inh	HIF-2a inh
COc1ccc(S(=O)(=O)N(C)CC(=O)N2CCC(C)CC2)cc1Cl	6	-1	-0.2	-11	-1	16	22*	0.4	1	-10	3
CCOC(=O)C1CCN(C(=O)c2ccc(OC3CCN(C(=O)COC)CC3)cc2)CC1	-1	-10	-0.2	1	-5	-26	.	0.4	-13	-6	-33
CC(=O)c1cccc(NC(=O)Nc2ccc(C)cc2)c1	-4	-105	0.2	-56	13	-301	0	-3.7	-6	-5	-217
Nc1ccccc1-c1ccc(Cl)cc1	-3	-18	0.1	-11	2	-14	.	2.9	1	-2	-7
O=C(/C=C/c1ccccc1)N/C(=C\c1ccco1)C(=O)NCCO	5	2	-0.1	-1	4	12	0	-0.6	2	-4	9
CC(=O)NNc1cccc(Cl)n1	-1	4	-0.3	9	-6	9	3	-0.3	2	-4	14
CCOc1ccc(CN(C(=O)c2cccs2)C2CCS(=O)(=O)C2)cc1 (stereo unspecified)	3	10	-0.5	-10	2	11	2	0.4	26	-6	14
COc1cc(C2=NOC(C(=O)Nc3cc(C)on3)C2)cc(OC)c1OC (stereo unspecified)	-1	3	0.0	-12	-1	18	3	0.2	0	-6	18
COc1cc2ccccc2cc1C(=O)Nc1ccc(Cl)cn1	-2	-40	0.0	-42	-9	-191	2	-1.0	84*	-2	-257
CC1(C(=O)Nc2ccccc2)Cc2c(-c3ccc4c(c3)OCO4)ccnc2O1 (stereo unspecified)	6	.	0.0	-18	-3	21	.	3.9	16	-4	17
COc1ccc(C(=O)N2CCN(c3ncccn3)CC2)cc1[N+](=O)[O-]	2	3	0.0	38	-1	-1	4	-0.4	1	-4	-4
O=C(COc1ccccc1[N+](=O)[O-])NCC1(N2CCCCC2)CCCCC1	4	7	-0.1	-49	-8	6	3	-0.2	-4	-5	-6
O=C(CSc1ccccc1C(=O)NCc1ccccc1)NC1CCCCCCC1	18	-10	0.3	-54	-2	-11	7	-2.4	-18	-3	-22
C[C@H](NC(=O)c1nc[nH]c1C(=O)N[C@@H](CCCCNC(=O)OC(C)(C)C)C(=O)OC(C)(C)C)c1ccccc1	22	25	0.4	0	-8	1	-1	-1.4	-7	-3	17
O=C(/C=C/c1ccc(F)cc1)NC(=S)Nc1ccccc1	-15	-54	0.1	-16	10	-132	.	-0.5	-8	-17	-165
C#CCOCCOCCOCCNc1nc(N2CCN(C(=O)C([C@@H](C)O)n3cc([C@@H](N)CCCCN)nn3)CC2)nc(N2CCN(C(=O)[C@H](CCC(=O)O)n3cc([C@@H](N)CCCCN)nn3)CC2)n1 (stereo partly specified)	-3	5	0.0	8	-9	-2	.	-1.0	.	-11	15
COCCn1c(=O)[nH]c(=O)c2c(C(F)(F)F)cc(-c3cccs3)nc21	0	-7	0.3	1	3	-9	-2	6.3	.	-4	4
O=C(O)CCC1(CCC(=O)O)CCCC(CCC(=O)O)(CCC(=O)O)C1=O	10	7	-0.2	-1	-5	0	.	-0.8	8	-5	-2
CCNc1nc(NCC)n2c(SCC(=O)N(CC)C3CCCCC3)nnc2n1	-2	-2	0.2	28	-1	33	1	-1.1	-1	-3	15
CCn1c(CCNC(=O)c2ccc(Cl)cc2Cl)n[nH]c1=S	0	-8	-0.2	-14	-4	8	6	-0.6	.	-9	-18
CC(C)C(=O)Nc1cccc2nsnc12	-2	23	-0.1	8	0	-9	0	-0.9	20	-7	5
CCN(CC)S(=O)(=O)c1ccc(Cl)c(NC(=O)COC(=O)c2cc(-c3ccccc3Cl)nc3ccccc23)c1	4	5	-0.2	12	1	-4	-1	-1.3	-2	-4	14
Cc1cc(/C=N/O)c(C)n1-c1ccc(Br)cc1	0	8	-0.3	-4	6	1	3	2.8	-1	-2	-2
Brc1cccc(OCCCCN2CCCCC2)c1	0	-3	0.5	9	2	13	-1	-2.1	.	-4	22
CSc1nc2c([nH]1)c(=S)n(C)c(=O)n2C	-13	2	0.2	33	-5	5	.	-2.2	6	-5	10
C=CCC(Nc1ccco1)c1ccccc1 (stereo unspecified)	-2	-10	0.1	-12	1	-1	4	9.0	5	-6	17
COc1ccccc1/C=C(\C)C(=O)c1c(C)cc(C)[nH]c1=O	5	1	0.2	-17	0	18	-4	0.8	4	-1	11
CCOC(=O)N1CCC(N(C(=O)Nc2ccc(Cl)c(Cl)c2)C(C)CC)CC1 (stereo unspecified)	4	11	0.1	21	7	18	2	-2.1	-18	.	6
Cc1ccc2nc(SCC(=O)NC3CCCC3)[nH]c2c1	3	2	0.1	-47	0	-11	0	-0.3	-4	-3	-15
O=c1c2sccc2[nH]c(=S)n1Cc1ccccc1	-2	8	0.0	-14	-24	8	7	-0.3	5	-3	14
CC1CCN(C2=NN3C(=N)/C(=C\c4ccc(OC(=O)c5ccco5)cc4)C(=O)N=C3S2)CC1	-1	.	-0.1	8	.	-15	2	1.0	3	-5	-6
COC(=O)Cn1c(=NC(=O)C2CC2)sc2c(C)cc(C)cc21	6	18	-0.2	2	.	-8	0	1.5	-5	-11	7
CC(C)NC(=O)C1CCN(C2CCN(C(=O)c3cc4c(s3)CCCCC4)CC2)CC1	-6	-5	0.1	13	15	8	3	0.5	6	-1	-4
COC(=O)Nc1ccc([N+](=O)[O-])cc1OC	2	-16	1.0	-2	1	12	2	-1.3	0	-2	6
NCC1CC2c3ccccc3C1c1ccccc12 (stereo unspecified)	5	-9	0.2	-19	4	-2	1	0.0	7	-7	8
CCOC(=O)c1c(C)[nH]c(C(=O)Cn2c(=O)c3c(ncn3CC)n(Cc3ccccc3)c2=O)c1C	-1	4	0.1	14	-14	20	2	0.8	-13	-1	7
COCc1nc2ccccc2n1CCc1ccccc1	4	4	-0.1	-3	-3	12	1	0.8	11	-20	-5
Nn1c(SCC(=O)Nc2nc3ccccc3s2)nncc1=O	3	-14	0.2	-24	0	-22	3	-1.3	-6	-5	-31
COCCN1C(=O)/C(=C/c2ccc(OCc3ccc(C(=O)O)cc3)c(OC)c2)SC1=Nc1ccccc1	79*	2	-0.2	-2	-4	24	3	2.2	6	-13	12
COc1ccc(OCC(=O)N2c3ccc(C)cc3C3CN(C)CCC32)cc1 (stereo unspecified)	4	-2	0.1	-12	1	17	-3	8.0	13	-19	7
COc1ccccc1C/C(N)=N/OC(=O)c1ccco1	0	-2	0.0	-19	10	-2	4	0.4	-1	-5	-9
CC(C)C(=O)NNC(=O)c1cc2sccc2s1	16	-4	-0.2	-14	5	2	2	0.8	-3	-1	-4
Cc1cccc(CNC(=O)C2CCC(=O)N(CC3CCCCC3)C2)c1 (stereo unspecified)	12	.	-0.1	-20	2	2	.	-1.4	.	-10	-29
CCn1c(NCc2cc(OC)c(OC)c(OC)c2)nc2ccccc21	0	3	0.1	1	-9	14	0	-0.3	3	11	11
COC(=O)C1=C(C(=O)OC)[C@@H]2N(C)c3ccc(OC)cc3[C@@]23C[C@@H](C(=O)OC)N(S(=O)(=O)c2ccc([N+](=O)[O-])cc2)C3=N1	-14	16	-0.5	-23	-2	1	2	2.5	1	-8	11
Fc1ccc(C2=NN(c3ccccc3)C(c3ccco3)C2)cc1 (stereo unspecified)	4	-13	0.5	-7	-3	-11	2	3.8	4	-7	-80
Cc1cccc(C(=O)NC(NC(=S)Nc2ccc(S(N)(=O)=O)cc2)C(Cl)(Cl)Cl)c1 (stereo unspecified)	0	-2	0.1	12	0	14	-2	-0.8	6	-5	23
COc1ccc2c(c1)nc(N)n2Cc1ccccc1	3	0	0.5	-14	-7	18	-1	-4.2	-1	-3	0
CCS(=O)(=O)N1CCN(C(=O)c2cccnc2)CC1	-1	-2	-0.1	-8	2	4	0	-0.8	8	-5	18
CC(=O)Nc1ccc(S(=O)(=O)Nn2cnnc2)cc1	1	16	0.0	-2	3	7	-1	0.4	-26	10	11
Cc1ccc(-c2nnc(N3CCN(C(=O)COc4ccccc4)CC3)c3ccccc23)cc1	2	12	2.0	31	-3	40	1	-0.3	-9	-8	17
CCCC(C(=O)c1ccccc1)n1cncn1 (stereo unspecified)	4	11	-0.2	2	3	17	1	-1.3	11	-4	12

Compounds from the list above containing an aryl methoxy group, in the order listed:
SMILES	Exocytosis inh	TRPM1 prom inh	aDG glyco act	NR2E3 ag-1	PDI turbidity	Peg3 promoter	NR2E3 ag-2	hiPSC survival	Vif imaging	CaV13 FRET inh	HIF-2a inh
COc1ccc(S(=O)(=O)N(C)CC(=O)N2CCC(C)CC2)cc1Cl	6	-1	-0.2	-11	-1	16	22*	0.4	1	-10	3
COc1cc(C2=NOC(C(=O)Nc3cc(C)on3)C2)cc(OC)c1OC (stereo unspecified)	-1	3	0.0	-12	-1	18	3	0.2	0	-6	18
COc1cc2ccccc2cc1C(=O)Nc1ccc(Cl)cn1	-2	-40	0.0	-42	-9	-191	2	-1.0	84*	-2	-257
COc1ccc(C(=O)N2CCN(c3ncccn3)CC2)cc1[N+](=O)[O-]	2	3	0.0	38	-1	-1	4	-0.4	1	-4	-4
COc1ccccc1/C=C(\C)C(=O)c1c(C)cc(C)[nH]c1=O	5	1	0.2	-17	0	18	-4	0.8	4	-1	11
COC(=O)Nc1ccc([N+](=O)[O-])cc1OC	2	-16	1.0	-2	1	12	2	-1.3	0	-2	6
COCCN1C(=O)/C(=C/c2ccc(OCc3ccc(C(=O)O)cc3)c(OC)c2)SC1=Nc1ccccc1	79*	2	-0.2	-2	-4	24	3	2.2	6	-13	12
COc1ccc(OCC(=O)N2c3ccc(C)cc3C3CN(C)CCC32)cc1 (stereo unspecified)	4	-2	0.1	-12	1	17	-3	8.0	13	-19	7
COc1ccccc1C/C(N)=N/OC(=O)c1ccco1	0	-2	0.0	-19	10	-2	4	0.4	-1	-5	-9
CCn1c(NCc2cc(OC)c(OC)c(OC)c2)nc2ccccc21	0	3	0.1	1	-9	14	0	-0.3	3	11	11
COC(=O)C1=C(C(=O)OC)[C@@H]2N(C)c3ccc(OC)cc3[C@@]23C[C@@H](C(=O)OC)N(S(=O)(=O)c2ccc([N+](=O)[O-])cc2)C3=N1	-14	16	-0.5	-23	-2	1	2	2.5	1	-8	11
COc1ccc2c(c1)nc(N)n2Cc1ccccc1	3	0	0.5	-14	-7	18	-1	-4.2	-1	-3	0
